HP1b binding inh: blocks HP1-beta chromodomain binding to methylated histone tails | AlphaScreen HP1-beta / biotin-H3K9me3 peptide binding | Potency, µM (top dose mostly 114 µM), for inactives: at the highest dose activity change, negative = inhibition, hits mostly inhibitors | 0.56% of 390,000 active | AID 540317; further: potency means the concentration at half of the fitted maximal effect; nearly all actives have a fitted effect of over 70% in size; inactives centre near 23
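AlphaScreen: HP1-beta (50 nM) preformed 30 min with biotin-H3(1-18)K9me3 peptide (50 nM) in PBS pH 7.4, 0.01% Tween-20. Compound added for 30 min at RT, then streptavidin donor/nickel chelate acceptor beads (10 ug/mL) for 30 min.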
ERG Ets-DNA blk: inhibitors of human ERG Ets domain-DNA interaction; fluorescence polarization, His-ERG Ets domain / labelled DNA; Potency, µM (titrated, usually from 76.9 µM), for inactives: at the highest dose FP activity, negative = inhibition, actives largely listed as inhibitors; 0.028% of 370,000 active; active means well fitted inhibition curve with a large enough effect in the polarisation, with a control signal flat; inconclusive means small, poorly fitted or top-dose-only effect, or effect the other way, or a change in a side signal; inactive means no such curve, though single readings can be large or run the other way; the % refers to the polarisation;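 further: polarization taken with two DNA probes labelled with fluorescein and Texas red; potency means the concentration at half of the fitted maximal effect; % of control where 0% means no effect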
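His-tagged ERG Ets domain (1 uM in the protein solution; 300mM KCl, 50mM Tris-HCl, 1mM EDTA, 1mM DTT, pH 7.5) received compound, then a probe mix of 5 nM fluorescein-DNA and 100nM Texas-615-DNA. Fluorescence polarization was read for both dyes.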
JMJD2A Tudor inh: blocks the human JMJD2A Tudor domain | O75164 | AlphaScreen JMJD2A-Tudor / H3K4me3 peptide binding | Potency, µM (highest dose often 114 µM), inactives show top-dose activity change, negative = inhibition, most hits filed as inhibitors | 4.4% of 390,000 active | AID 504339; further: potency means the concentration at half of the fitted maximal effect; on the % scale 0 is the no-effect control and ±100 the full control effect; nearly all actives have a fitted effect of over 50% in size
Tb PGK inh: inhibitors of T. brucei phosphoglycerate kinase | PGK/GAPDH coupled, Kinase-Glo luminescence, 60 min | P07378 | AID 602233 | Potency, µM (highest dose often 57.5 µM), for inactives: top-dose activity change, negative = inhibition, hits mostly inhibitors | 0.043% of 380,000 active; further: potency means the concentration at half of the fitted maximal effect; on the % scale 0 is the no-effect control and ±100 the full control effect; nearly all actives have a fitted effect of over 60% in size
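Luminescent ATP detection (Kinase-Glo Plus) follows a 60-minute room-temperature incubation, with wells lacking PGK as controls. Buffer: 100 mM TEA (pH 7.6), 5 mM MgCl2, 0.01% Tween-20. Coupling enzyme GAPDH (100 nM final) supplies unstable 1,3-BPG in-well.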
BAZ2B block: blocks human BAZ2B; AlphaScreen BAZ2B-H3K14Ac peptide displacement; Potency, µM (top dose mostly 114 µM), inactives show at the top dose activity change, negative = inhibition, usual class: inhibitors; 4.4% of 360,000 active; further: potency means the concentration at half of the fitted maximal effect; on the % scale 0 is the no-effect control and ±100 the full control effect; nearly all actives have a fitted effect of over 60% in size
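Protein-peptide AlphaScreen: BAZ2B 50 nM, b-H3K14Ac 50 nM, 1x PBS pH 7.4 + 0.01% Tween-20. Preincubation 30 min RT; cpd 30 min RT (top 110 uM); beads 20 min RT, light-protected.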
PI4K2A block: blocks human PI4K2A kinase activity | Q9BTU6 | purified PI4K2A, ADP-Glo luminescence, 1 h; hits give low values | activity change, negative = inhibition, % at 76.9 µM | 0.13% of 420,000 active | AID 1346378; in the data active means activity change below about -50%; inconclusive means mostly about -30% to -49%;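 further: -100% = wells without enzyme as full effect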
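PI4K2A activity was measured by ADP-Glo luminescence: enzyme (4 ug/mL stock) and phosphatidylinositol (1.2 mM stock) in Tris pH 7.5/MgCl2/EGTA/Triton X-100 buffer were reacted with ATP (300 microM stock) for one hour at ambient temperature.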
Pin1 inh: blocks the human prolyl isomerase Pin1; AID 504891; 0.009% of 390,000 active; Q13526; Potency, µM (series often up to 115 µM), without a hit: top-dose activity, negative = inhibition, most hits filed as inhibitors; Pin1 FP peptide displacement, HiFluor488, 10 min; active means well fitted inhibition curve with a large enough effect in the polarisation, with a control signal flat, not every such curve was filed as active; inconclusive means small, poorly fitted or top-dose-only effect, or effect the other way, or a change in a side signal; inactive means no such curve, though single readings can be large or run the other way; the % refers to the polarisation; further: potency means the concentration at half of the fitted maximal effect; on the % scale 0 is the no-effect control and ±100 the full control effect
G9a block: blocks human histone lysine methyltransferase G9a; G9a H3K9 monomethylation, AlphaScreen, 2 h; Potency, µM (top dose mostly 102 µM), for the others: at the top dose activity, negative = inhibition, most hits filed as inhibitors; 8.8% of 350,000 active; further: potency means the concentration at half of the fitted maximal effect; on the % scale 0 is the no-effect control and ±100 the full control effect; nearly all actives have a fitted effect of over 75% in size
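Step 1: enzyme (final 20 nM) with compound, 15 min RT. Step 2: substrate peptide 500 nM and SAM 20 uM, 2 h RT. Step 3: anti-H3K9me1 antibody and AlphaScreen beads, 10 min, then plate read.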
GLS inhibitor: glutaminase GLS (human) inhibition. GLS enzymatic activity, qHTS titration. AID 624170. Potency, µM (series often up to 45.5 µM), inactives show top-dose activity change, negative = inhibition, most hits filed as inhibitors. 0.21% of 410,000 active; further: potency means the concentration at half of the fitted maximal effect; on the % scale 0 is the no-effect control and ±100 the full control effect
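Glutamate formation by hKGA was monitored fluorometrically using coupled glutamate oxidase, HRP and Amplex Red. Substrate was added as 1 mM L-glutamine solution; incubation was 30 min at RT after an initial read.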
An asterisk follows results filed as active; i = inactive; ? = inconclusive; . = not tested or not shown; [ ] = dose if it differs, or a comment. Unless noted, the call rests on the fitted dose curve; in most records, active means well fitted curve in the direction sought with a large enough effect; inconclusive means small, poorly fitted or top-dose-only effect, or another doubt; inactive means no such curve, though single readings can be large; an effect the other way counts as inactive or inconclusive. The order is random; 11% or so of the library scored in one or more.

SMILES	HP1b binding inh	ERG Ets-DNA blk	JMJD2A Tudor inh	Tb PGK inh	BAZ2B block	PI4K2A block	Pin1 inh	G9a block	GLS inhibitor
Cc1cccc(N2C(=O)CC(N(C(=O)c3ccco3)c3cccc(C)c3)C2=O)c1 (centres undefined)	34%	-10%	-15%	-1%	10%	6	-11%	15%[59 µM]	-4%
O=C(O)c1ccccc1S(=O)(=O)NCC(O)COc1ccc(Br)cc1 (centres undefined)	26%	-5%	-13%	4%	8%	-1	-8%	-19%[12.7 µM]	0%
COc1ccc(N(Cc2ccc(N(C)C)cc2)C(=O)c2ccc(S(C)(=O)=O)cc2)cc1	?	-3%	63µM*	5%	40µM*	-1	-4%	13µM*	29%
CCOC(=O)c1c(NC(=O)c2cc(=O)c3cc(C)cc(C)c3o2)sc(C)c1C	19%	-2%	-6%	i	-4%	-1	1%	-5%[59 µM]	1%
Cc1ccc(Sc2ccc(N3CCCC(C(=O)Nc4ccc(Br)cc4)C3)nn2)cc1 (centres undefined)	12%	-1%	-12%	-3%	4%	2	20%	0%[59 µM]	-5%
COc1ccc(NC(=O)CN(C)C(=O)c2cc(S(=O)(=O)N(C)C)ccc2N2CCCC2)cc1	6%	5%	-9%	-1%	14%	-4	4%	?	6%
O=C(CN1CCN(CC(=O)Nc2ccccc2F)CC1)Nc1ccc(Cl)c(C(F)(F)F)c1	35%[57 µM]	4%	-9%	i	2%	-1	6%	-16%[59 µM]	-7%
NS(=O)(=O)c1ccc(CCNC(=O)C(=O)NCC2OCCN2S(=O)(=O)c2ccc(F)cc2)cc1 (centres undefined)	33%	-1%	-21%	-1%	-21%	-1	-7%	0%	-1%
CN(C)C(=O)CSc1nc(-c2cccs2)c(-c2cccs2)[nH]1	7%	7%	-14%	1%	-38%	-7	-1%	?	-23%
Cc1ccc(-n2nnnc2SCC(=O)NNC(=O)c2ccco2)cc1C	28%	0%	-13%	2%	-13%[57.1 µM]	4	-1%	36%[0.501 µM]	58%[activator]
Cc1ccc(S(=O)(=O)N2CCN(C(=O)COC(=O)C3CCC3)CC2)c(C)c1	37%	-8%	1%	3%	10%	0	1%	-10%	0%
COc1ccc(C)cc1S(=O)(=O)Nc1cccc(-c2ccc(N3CCCC3)nn2)c1	19%[57 µM]	-2%	-7%	6%	1%	-2	-4%	-4%[59 µM]	0%
Cc1ccc(-n2cc(CNCCc3ncc(C)[nH]3)c(-c3ccc(F)cc3)n2)cc1	-5%	2%	56µM*	0%	?	2	-1%	-22%	0%
O=C(COc1c(Cl)cccc1Cl)NN1C(=O)CSC1=S	-2%	116%[activator]	?	.	-16%	0	?	-9%	-26%
O=[N+]([O-])c1ccc(/C=C/C2=NN(c3ccccc3)C(c3ccco3)C2)o1 (centres undefined)	?	97%[activator]	3.2µM*	-23%	32µM*	-3	62%[activator]	32µM*	17%
COC(CNc1ncnc2sc(-c3ccccc3)cc12)OC	45%[activator]	3%	-7%	i	2%	-3	0%	21%[2.33 µM]	2%
Cc1cc(NC(=O)CC(C)(C)C)nc2c1c(=O)oc1ccccc12	30%	.	1%	-2%	4%	0	13%	12%[59 µM]	-1%
O=c1oc2cc(OCc3nn[nH]n3)ccc2c2c1CCCC2	13%	-7%	-32%	-10%	1%	-3	1%	28%[59 µM]	-17%
Cc1ccc(C)c(CNS(=O)(=O)c2c(C)[nH]c(C)c2C(=O)N2CCCC2)c1	14%	-3%	-22%	-8%	-16%	1	0%	18%	-3%
COc1cc(S(=O)(=O)N2CCC(c3nc4ccccc4s3)CC2)ccc1S(=O)(=O)N1CC(C)CC(C)C1 (centres undefined)	8%	.	-4%	i	-4%	3	-4%	17%[59 µM]	1%
O=C(COc1cccc(Br)c1)N/N=C/C(=O)c1ccccc1	22%	-3%	-26%	-3%	-6%	2	1%	-11%	-8%
NS(=O)(=O)c1ccc(N2N=C(c3ccccc3)CC2c2ccc(F)cc2)cc1 (centres undefined)	140%[activator]	0%	45%[activator]	-1%	46%[activator]	2	7%	144%[activator][59 µM]	-8%
Cc1ccnc(NC(=O)c2cc(S(=O)(=O)N3CCCCC3)ccc2Cl)c1	9%	-23%	-19%	4%	0%	32	4%	?	10%
CCCCS(=O)(=O)/C=C\C=C/S(=O)(=O)CCCC	-7%	-6%	?	-9%	-1%	19	-2%	?	0%
C=CCn1c(=O)c(C(=O)NC2CC2)c(O)c2cc(OC)c(OC)cc21	75%[activator]	6%	-16%	i	-17%	-6	-1%	14%	-4%

Continuation:
SMILES	HP1b binding inh	ERG Ets-DNA blk	JMJD2A Tudor inh	Tb PGK inh	BAZ2B block	PI4K2A block	Pin1 inh	G9a block	GLS inhibitor
CN1C(=O)N(C)C2(c3ccccc3)NC(=O)NC12c1ccccc1 (centres undefined)	18%	5%	0%	-4%	-36%	-9	2%	-22%	0%
CC(=O)N(c1ccccc1)c1nc(/C=C/C(=O)Nc2c(C)cc(C)cc2C)cs1	37%	6%	-2%	-7%	4%	5	1%	38%[59 µM]	-2%
Cc1cc(=O)oc2c3c(cc(OCC(=O)NC(C)C)c12)OC(C)(C)CC3	14%	-1%	-8%	1%	-9%	1	8%	24%	10%
O=c1cc(-c2ccccc2)c2cc(Cl)c3c(c2o1)CN(Cc1ccccc1)CO3	74%[activator]	0%	-10%	-4%	-1%	4	-2%	25%[59 µM]	-4%
CC(C)C(C(=O)Nc1nccs1)c1ccccc1 (centres undefined)	20%	-6%	3%	-3%	10%	-4	6%	-36%	-4%
CC1CCC2(CC1)NC(=O)N(CC(=O)NCc1ccc3c(c1)OCO3)C2=O (centres undefined)	7%[57 µM]	4%	-7%	-5%	-4%	7	-1%	4%[12.7 µM]	5%
CCn1c(Cl)c(C=O)s/c1=N\S(=O)(=O)c1ccccc1	-5%	17%	-24%[11.4 µM]	-1%	17%	12	22%	45µM*	44%[activator]
Cc1ccc(C(=O)OCC(=O)NC(=O)c2cccn2C)cc1[N+](=O)[O-]	1%	4%	-3%[11.4 µM]	i	3%	-3	-1%	2%	34%[activator]
Cc1nc2ccccc2n1CC(O)Cn1c2ccccc2c2ccccc21 (centres undefined)	6%	3%	-26%	-6%	-12%	-9	0%	?	-3%
Cc1noc(C)c1S(=O)(=O)N(CC(=O)NC(C)c1ccccc1)c1ccc(C(C)C)cc1 (centres undefined)	32%	-11%	-5%	-2%	1%	2	-2%	50%	5%
Cc1ccc(Nc2nnc(SC3CCOC3=O)s2)cc1 (centres undefined)	29%	3%	-18%	i	10%	2	0%	10µM*	0%
COc1ccc(NC(=O)Cn2nc(C(F)(F)F)c3c2CCCC3)c(OC)c1	29%	-1%	-17%	-2%	-2%	2	-3%	7%[12.7 µM]	-17%
COC(=O)[C@]1(C)N[C@H](c2ccc(SC3CCCCC3)c(OC)c2)[C@@H]2C(=O)N(C)C(=O)[C@@H]21	42%[activator]	-1%	-11%	7%	-3%	0	-5%	24%[2.33 µM]	1%
O=C(NCCc1ccccc1)C1CCN(S(=O)(=O)N2CCC3(CC2)OCCO3)CC1	31%	-19%	-6%	.	-2%	-5	-5%	6%[59 µM]	-3%
NS(=O)(=O)c1ccc(N/N=C/c2cn(-c3ccccc3)nc2-c2cccs2)cc1	-3%	7%	?	-4%	3%	-1	4%	10µM*	2%
CSc1nc(=S)cc(C)[nH]1	?	1%	25µM*	i	3%	-4	?	.	-25%
CCn1nc(NS(=O)(=O)c2ccc(F)cc2)c2cc3cccc(C)c3nc21	69%[activator]	-1%	-8%	-1%	-17%	1	5%	7%	24%

Eight structures from above, ordered by SMILES length, low to high:
SMILES	HP1b binding inh	ERG Ets-DNA blk	JMJD2A Tudor inh	Tb PGK inh	BAZ2B block	PI4K2A block	Pin1 inh	G9a block	GLS inhibitor
O=C(COc1c(Cl)cccc1Cl)NN1C(=O)CSC1=S	-2%	116%[activator]	?	.	-16%	0	?	-9%	-26%
O=c1oc2cc(OCc3nn[nH]n3)ccc2c2c1CCCC2	13%	-7%	-32%	-10%	1%	-3	1%	28%[59 µM]	-17%
Cc1nc2ccccc2n1CC(O)Cn1c2ccccc2c2ccccc21 (centres undefined)	6%	3%	-26%	-6%	-12%	-9	0%	?	-3%
Cc1ccnc(NC(=O)c2cc(S(=O)(=O)N3CCCCC3)ccc2Cl)c1	9%	-23%	-19%	4%	0%	32	4%	?	10%
Cc1ccc(Sc2ccc(N3CCCC(C(=O)Nc4ccc(Br)cc4)C3)nn2)cc1 (centres undefined)	12%	-1%	-12%	-3%	4%	2	20%	0%[59 µM]	-5%
O=C(NCCc1ccccc1)C1CCN(S(=O)(=O)N2CCC3(CC2)OCCO3)CC1	31%	-19%	-6%	.	-2%	-5	-5%	6%[59 µM]	-3%
Cc1ccc(C)c(CNS(=O)(=O)c2c(C)[nH]c(C)c2C(=O)N2CCCC2)c1	14%	-3%	-22%	-8%	-16%	1	0%	18%	-3%
COC(=O)[C@]1(C)N[C@H](c2ccc(SC3CCCCC3)c(OC)c2)[C@@H]2C(=O)N(C)C(=O)[C@@H]21	42%[activator]	-1%	-11%	7%	-3%	0	-5%	24%[2.33 µM]	1%
